Scp-1 inhibitor: blocks human Scp-1 phosphatase activity. Q9GZU7. Recombinant Scp1, phosphopeptide, malachite green phosphate absorbance. AID 493091. inhibition, % at 20 µM. 340,000 tested, 0.88% active;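 active = inhibition above about 50% at 20 µM, limit read from the data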;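 also: plate controls were DMSO wells with enzyme for no effect and wells lacking enzyme for full effect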
Target sequence (Q9GZU7 76-261 limits assumed): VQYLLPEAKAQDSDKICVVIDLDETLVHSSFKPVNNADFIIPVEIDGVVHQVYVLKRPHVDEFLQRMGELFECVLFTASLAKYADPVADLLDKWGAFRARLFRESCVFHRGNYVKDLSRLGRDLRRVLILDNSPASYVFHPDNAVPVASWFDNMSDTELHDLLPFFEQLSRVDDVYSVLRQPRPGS
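Incubation: 45 min enzyme reaction at room temperature / System: truncated SCP-1 phosphatase (76-261aa) / Reagent: Phospho 17-mer peptide substrate / Buffer or medium: Acidic Tris acetate buffer with magnesium and detergent / Signal: absorbance at 630 nm / Doses: one concentration, 20 µM, with 1.0% DMSO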
Active calls of the source: *. These rows are one share of the data (hit frequency here may not be typical).

What do the screens show for `CN1C(=O)NC(=O)/C(=C/c2ccc([N+](=O)[O-])o2)C1=O`?
Scp-1 inhibitor: 62*

What do the screens show for `COc1ccc(N2C(=O)NC(=O)/C(=C/c3cccc(OC(=O)c4cccs4)c3)C2=O)cc1Cl`?
Scp-1 inhibitor: 1

How did CC(C)(C)c1cc([N+](=O)[O-])cc(C(C)(C)C)c1O do in these assays?
Scp-1 inhibitor: -9

Results for O=C1C2CCN(CC2)C1Cc1ccccc1O (centres undefined) ?
Scp-1 inhibitor: 1

How did O=[N+]([O-])c1ccccc1-c1cc(-c2ccccc2)cc(-c2ccccc2)[n+]1Cc1ccccc1Cl do in these assays?
Scp-1 inhibitor: 16

How did COc1ccc(OC)c(N2C(=O)/C(=C/c3ccco3)C(=O)NC2=S)c1 do in these assays?
Scp-1 inhibitor: 89*

Results for COc1ccc(CCNCc2ccc(SC)cc2)cc1 ?
Scp-1 inhibitor: 7

What do the screens show for `C[C@@H]1CCC2[C@@H](C)C(=O)O[C@@H]3OC4(C)CCC1[C@@]23OO4` (some centres undefined)?
Scp-1 inhibitor: 1

What do the screens show for `O=[N+]([O-])c1ccc2nc(N3CCNCC3)ccc2c1`?
Scp-1 inhibitor: -9

How did O=c1c2ccccc2nc(/C=C/c2ccc(F)cc2)n1-c1ccccn1 do in these assays?
Scp-1 inhibitor: -4

What do the screens show for `C=C1C(=O)O[C@H]2C[C@@H](C)[C@@H]3C=CC(=O)[C@@]3(C)C[C@H]12`?
Scp-1 inhibitor: -8

How did Fc1ccc(C[n+]2c(-c3ccccc3)cc(-c3ccccc3)cc2-c2ccccc2)cc1 do in these assays?
Scp-1 inhibitor: 11

Results for CCOc1ccc(N2C(=O)/C(=C\c3cccs3)C(=O)NC2=S)cc1 ?
Scp-1 inhibitor: 11

What do the screens show for `Cc1ccc2c(c1)C1CN(C)CCC1N2C(=O)Cn1cnc2c1c(=O)n(C)c(=O)n2C` (centres undefined)?
Scp-1 inhibitor: -3

Among those listed so far, these contain a furan ring, fused or not.
What do the screens show for `CN1C(=O)NC(=O)/C(=C/c2ccc([N+](=O)[O-])o2)C1=O`?
Scp-1 inhibitor: 62*

How did COc1ccc(OC)c(N2C(=O)/C(=C/c3ccco3)C(=O)NC2=S)c1 do in these assays?
Scp-1 inhibitor: 89*

Retrieved by compound from the list above:
Results for O=C1C2CCN(CC2)C1Cc1ccccc1O (centres undefined) ?
Scp-1 inhibitor: 1

How did O=c1c2ccccc2nc(/C=C/c2ccc(F)cc2)n1-c1ccccn1 do in these assays?
Scp-1 inhibitor: -4

3 entries out of the list, arranged by heavy-atom count, low to high:
Results for COc1ccc(CCNCc2ccc(SC)cc2)cc1 ?
Scp-1 inhibitor: 7

How did COc1ccc(OC)c(N2C(=O)/C(=C/c3ccco3)C(=O)NC2=S)c1 do in these assays?
Scp-1 inhibitor: 89*

How did O=c1c2ccccc2nc(/C=C/c2ccc(F)cc2)n1-c1ccccn1 do in these assays?
Scp-1 inhibitor: -4

Bioassay records: PubChem BioAssay, Sanford-Burnham Center for Chemical Genomics
